PfHsp40 yeast: restores yeast growth despite PfHsp40 toxicity; AID 504582; S. cerevisiae expressing PfHsp40, growth rescue, ATP luminescence; actives 0.68% (n = 340,000); growth rescue, % at 12.5 µM; in the data active means growth rescue above about 28%, passing the limit was not always enough; inconclusive means no clear call, values can overlap the other calls;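 further: yeast W303a lacking pdr1 and pdr3 grown in galactose medium; growth measured after three days at 30 °C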
BoNT F protease: BoNT F light chain protease inhibition; inhibition, % at 10 µM; actives 0.22% (n = 360,000); Multiplex microsphere protease cleavage assay, flow cytometry; in the data active means inhibition above about 35%, passing the limit was not always enough; inconclusive means no clear call, values can overlap the other calls; further: plate controls were buffer without enzyme for full effect and enzyme alone for no effect
GDH-TPI inh: GDH-TPI coupled enzyme inhibition counter-screen; inhibition, % at 4.8 µM; GDH-TPI coupled enzyme counterscreen, NADH absorbance; actives 1.2% (n = 360,000); in the data active means inhibition above about 30%;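 further: 0% = DMSO wells and 100% = wells lacking the enzyme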
FadD28 FP inh: M. tuberculosis FadD28 bisubstrate binding inhibition. actives 0.22% (n = 360,000). AID 588549. inhibition, % at 12.5 µM. FadD28 bisubstrate probe binding, fluorescence polarization; in the data active means inhibition above about 8.5%, passing the limit was not always enough; inconclusive means no clear call, values can overlap the other calls
BoNT A protease: BoNT A light chain protease inhibition; multiplex microsphere protease substrate cleavage, flow cytometry; inhibition, % at 10 µM; actives 0.17% (n = 360,000); AID 588499; further: plate controls were buffer without enzyme for full effect and enzyme alone for no effect
UGM FP inh: blocks M. tuberculosis UGM enzyme | P9WIQ1 | purified UGM, fluorescence polarization probe displacement | inhibition, % at 10 µM | actives 0.06% (n = 320,000); in the data active means inhibition above about 10%, passing the limit was not always enough; inconclusive means no clear call, values can overlap the other calls
Mtb BioA inh: blocks M. tuberculosis BioA enzyme activity; purified M. tuberculosis BioA enzyme, plate reader; inhibition, % at 9.99 µM; actives 0.096% (n = 360,000); in the data active means inhibition above about 40%; inconclusive means no clear call, values can overlap the other calls
FBA Mtb inh: inhibitors of M. tuberculosis fructose-bisphosphate aldolase. AID 588726. purified M. tuberculosis FBA, fluorescence read-out. inhibition, % at 1 µM. actives 2.3% (n = 360,000); in the data active means inhibition above about 27%;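 further: 0% = vehicle and 100% = reference inhibitor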
Anthrax LF prot: blocks Bacillus anthracis lethal factor protease | multiplex microsphere protease cleavage assay, LF | inhibition, % at 10 µM | actives 0.12% (n = 360,000); further: plate controls were buffer without enzyme for full effect and enzyme alone for no effect
Target sequence (P15917 whole entry, looked up): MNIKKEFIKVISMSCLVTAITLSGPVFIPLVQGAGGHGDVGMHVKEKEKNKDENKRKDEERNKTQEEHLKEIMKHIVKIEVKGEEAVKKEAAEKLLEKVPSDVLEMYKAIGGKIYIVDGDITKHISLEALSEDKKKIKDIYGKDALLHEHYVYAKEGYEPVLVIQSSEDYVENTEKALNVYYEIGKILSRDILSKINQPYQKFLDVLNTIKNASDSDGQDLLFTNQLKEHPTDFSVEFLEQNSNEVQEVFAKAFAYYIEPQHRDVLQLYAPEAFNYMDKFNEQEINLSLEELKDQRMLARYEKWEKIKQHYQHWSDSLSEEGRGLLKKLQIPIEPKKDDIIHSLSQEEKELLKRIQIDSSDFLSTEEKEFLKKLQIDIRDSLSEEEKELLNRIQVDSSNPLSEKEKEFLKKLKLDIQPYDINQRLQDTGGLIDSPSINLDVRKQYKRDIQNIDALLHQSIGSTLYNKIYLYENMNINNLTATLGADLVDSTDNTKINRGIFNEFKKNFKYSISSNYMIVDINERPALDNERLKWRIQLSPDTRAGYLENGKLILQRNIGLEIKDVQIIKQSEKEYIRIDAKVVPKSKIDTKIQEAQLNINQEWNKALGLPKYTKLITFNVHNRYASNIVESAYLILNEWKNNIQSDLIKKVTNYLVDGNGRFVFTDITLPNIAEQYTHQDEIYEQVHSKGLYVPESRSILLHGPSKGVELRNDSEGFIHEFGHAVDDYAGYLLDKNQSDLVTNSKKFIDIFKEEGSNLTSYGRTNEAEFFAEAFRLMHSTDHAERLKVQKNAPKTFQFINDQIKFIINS
Numbers without * were called inactive; ? = inconclusive; / = not tested or not shown; & = joins results of further samples; ! = repeats disagree. Unless noted, no stated cut-off is given here; in the data, active means inhibition above about 30%; inconclusive means no clear call, values can overlap the other calls; inactive means below that.

SMILES	FBA Mtb inh	UGM FP inh	BoNT A protease	BoNT F protease	GDH-TPI inh	Anthrax LF prot	PfHsp40 yeast	Mtb BioA inh	FadD28 FP inh
COc1ccc(CCN(C)Cc2ccc(OCc3ccccc3)c(OC)c2)cc1OC	-1	1.8	0.9	1	13	-5	1.9	1.5	-0.6
COc1ccc(NC(=O)/C=C/c2cccc(Br)c2)cn1	1	5.7	-1.1	0	8	0	2.0	1.5	-8.9
CC(C)c1nc2oc3c(NCC4CCCO4)ncnc3c2c2c1CCC2 (stereo unspecified)	57*	0.1	-0.6	9	9	-6	-1.2	0.6	-2.5
C[C@H](NC(=O)c1ccccc1Cl)C(=O)OC(C(=O)Nc1cc(C(F)(F)F)ccc1Cl)c1ccccc1 (stereo partly specified)	-8	1.0	-0.5	-18	14	1	0.9	-1.4	-3.2
O=C(Nc1ccccc1C(=O)N1CCCCCC1)c1ccccc1	-1	1.3	-0.3	-4	-1	-4	-1.6	/	-0.2
O=C(O)C1(C(=O)O)CCCC1	-1	/	-0.1	5	-1	-4	-0.4	-1.1	-1.0
CCc1ccc(-n2cnc3cc(C(=O)NCC(OC)OC)ccc32)cc1	1	2.0	1.5	-6	-9	15	-0.5	-0.9	-4.9
CCc1nc(Nc2ccc3nccnc3c2)c2oc3ccccc3c2n1	3	0.2	-0.5	-12	15	6	-0.6	-3.4	-2.1
Cc1csc(NC(=O)c2cn3ccccc3n2)n1	-4	1.8	-0.4	-10	17	-2	0.2	-0.7	-0.4
Nc1nc(C(=O)N2CCOCC2)nn1S(=O)(=O)c1ccccc1	0	-1.3	0.0	-3	-2	0	3.2	-3.8	-0.9
COc1ccc(Nc2ncnc3sc(C)cc23)cc1	4	-1.4	1.0	-1	-4	1	-2.0	1.8	0.3
C=CCC1(CC=C)CCCN1C(=O)c1cc(COc2ccccc2SC)on1	-3	-3.1	-0.3	3	-3	-2	1.8	0.8	-5.3
CCOCCn1c(=O)c2c(nc3n2CC(C)CN3Cc2ccccc2)n(C)c1=O (stereo unspecified)	-1	0.5	-1.4	0	-8	-2	-1.4	7.0	-3.6
Cc1ccccc1N1CCN(C2CCCN(C(=O)CCN3CCCO3)C2)CC1 (stereo unspecified)	7	2.6	2.1	1	-4	0	0.6	-5.8	0.7
COc1ccc(C(N)c2csc(Nc3ccc(C(=O)c4ccccc4)cc3)n2)cc1 (stereo unspecified)	0	/	-0.5	-14	12	-7	/	-0.2	-9.1

SMILES	FBA Mtb inh	UGM FP inh	BoNT A protease	BoNT F protease	GDH-TPI inh	Anthrax LF prot	PfHsp40 yeast	Mtb BioA inh	FadD28 FP inh
COC(=O)c1cc(-c2ccc(C)cc2)n[nH]1	-7	1.7	-0.5	-5	0	0	-1.8	/	-3.6
O=C(COC(=O)CCN=C1NS(=O)(=O)c2ccccc21)NC1CCCCCCC1	-4	0.7	-0.4	-7	2	-4	-1.3	0.4	0.4
Cc1ccc2c(c1)c1c3n2CCNC3CCC1 (stereo unspecified)	81*!	-2.9	-0.8&-1.1	-17&-34	-1&2	0&-9	-1.2&0.4	-0.2&-1.3	-0.6&-1.1
Cc1nnc2ccc(N3CCCC3)nn12	-3	0.4	0.8	8	9	3	-0.7	-4.5	0.1
COc1ccc(CNC(=O)C2CCCN(Cc3nc(-c4cccc(C)c4)oc3C)C2)cc1 (stereo unspecified)	13	-1.0	0.0	2	1	-1	-0.5	/	-2.5
COC(=O)c1ccccc1NC(=O)NCc1cccnc1	4	1.5	-1.0	-6	-2	-2	-0.1	1.2	-1.5
COc1cccc(CNS(=O)(=O)c2c(C(=O)N3CCCCC3)c(C)n(C)c2C)c1	3	-1.0	5.7	1	6	6	0.3	0.8	-0.9
Cc1cc(C)cc(N(C(C)C(=O)Nc2c(C)n(C)n(-c3ccccc3)c2=O)S(C)(=O)=O)c1 (stereo unspecified)	4	0.7	0.1	2	3	-1	-0.7	-0.4	-0.1
COc1cc(NC(=O)C2(C)CCN2C(C)C)cc(OC)c1OC (stereo unspecified)	5	/	0.1	4	10	3	/	-0.7	-0.4
CCCCN1CC(=O)N2[C@@H]3c4cc(OC)ccc4OC[C@@H]3[C@H](C(=O)OCC)[C@]2(C)C1=O	1	/	0.1	2	1	-3	-2.2	-0.2	-1.0
COC(=O)c1ccc(NC(=O)CSc2nnc(COc3c(C)cccc3C)o2)cc1	0	2.6	0.3	5	0	2	0.5	-3.7	0.1
O=C(N/N=C/c1ccc(O)cc1)c1cc(-c2ccc3c(c2)OCO3)n[nH]1	-1	-0.9	0.0	0	26	-4	-0.9	-3.4	-7.5
CCOC(=O)C(=NO)C1=CSC2=NNC(C)(C)N12	-3	/	-0.4	-7	24	0	/	0.0	-14
COc1ccc(NC(=O)N(C)C[C@H]2Oc3ncc(Br)cc3C(=O)N([C@H](C)CO)C[C@@H]2C)cc1	-1	/	0.1	0	7	2	/	1.4&-0.6	-2.6
COC(=O)C(NC(=O)c1ccc(F)cc1)(Nc1ncc(S(=O)(=O)c2ccc([N+](=O)[O-])cc2)s1)C(F)(F)F (stereo unspecified)	0	1.6	-0.4	7	-4	-2	1.1	/	-1.8

SMILES	FBA Mtb inh	UGM FP inh	BoNT A protease	BoNT F protease	GDH-TPI inh	Anthrax LF prot	PfHsp40 yeast	Mtb BioA inh	FadD28 FP inh
CN1/C(=C/C(=O)c2nc(S(C)(=O)=O)ncc2Cl)C(C)(C)c2ccccc21	-9	-1.1	0.6	1	9	-2	1.9	/	-3.1
CC(Sc1nc(NC(C)(C)C)nc(N(C)C)n1)C(=O)Nc1ccccc1 (stereo unspecified)	2	2.4	-0.5	-10	-3	-5	-0.7	-0.4	-3.8
Cc1nc(SCC(=O)NCc2ccco2)c2c(=O)n(C)c(=O)n(CC(C)C)c2n1	1	-1.7	-0.4	0	6	-8	-0.8	/	-0.6
COc1ccc(CCc2ccc3cc(OC)ccc3n2)cc1	-1	/	0.1	2	-4	-5	4.9	/	1.6
COc1ccc(Cn2cccc(NC(=O)Nc3cccc(OC)c3)c2=O)cc1	0	-1.8	0.3	-5	20	-2	2.0	-2.6	-1.7
CCOc1ccc(Cl)cc1CNc1nnnn1C	-3	-0.8	-0.2	-1	0	2	-0.4	-0.7	-0.3
COc1ccccc1NC(=O)COC(=O)c1cc([N+](=O)[O-])ccc1N1CCCC1	-6	-2.2	2.6	-2	16	-4	3.2	-0.7	/
O=C(CN1CCN(c2ccc(O)cc2)CC1)Nc1cc(S(=O)(=O)N2CCCC2)ccc1Cl	-6	0.7	0.3	-5	3	-8	0.8	/	-0.9
N#C/C(=C\c1ccc(N2CCOCC2)o1)c1nc2ccccc2[nH]1	14	/	-17	102*	21	-4	1.4	-37	6.9
Cc1nc2ccc(Br)cn2c1C(=O)N/N=C\c1ccccc1Cl	-1	1.7	0.5	?	5	-19	1.1	-0.6	0.4
C#CCN1C(=O)S/C(=C/c2cc(C)n(CC)c2C)C1=O	-2	-2.2	-0.9	-5	18	0	-0.6	/	-1.2
Cc1cccc(N(CC(=O)NC2CCCCC2)C(=O)Cn2nnc(-c3ccc(C)o3)n2)c1	0	1.5	-0.4	-8	3	-1	0.9	/	1.3
Cc1ccc(N(C(=O)CNC(=O)c2ccco2)C(C(=O)NC2CCCCC2)c2ccncc2)cc1F (stereo unspecified)	-2	-0.6	-1.1	-24	-1	2	0.1	0.2	-0.1
N#CCCN1CCN(S(=O)(=O)c2ccc(S(=O)(=O)NC3CCCCC3)cc2)CC1	2	0.3	-0.9	-4	8	-5	0.0	-0.8	-1.9
COCC(C)n1c(C)cc(C(=O)COC(=O)c2cnc(Cl)c(Cl)c2)c1C (stereo unspecified)	0	3.2	-0.3	-9	9	-5	1.4	9.3	-1.0

SMILES	FBA Mtb inh	UGM FP inh	BoNT A protease	BoNT F protease	GDH-TPI inh	Anthrax LF prot	PfHsp40 yeast	Mtb BioA inh	FadD28 FP inh
Cc1ccc(OCCSc2nnc(-c3cccs3)n2C)cc1	0	-2.4	?	-2	-3	1	0.4	2.9	-3.5
CCc1nc2c(OCC(=O)C(C)(C)C)cccn2c1N(C)C(=O)CC(C)C	0	/	0.3	-5	-6	0	/	0.5	-1.5
O=C(N/N=C\c1ccc(OC(=O)c2ccco2)cc1)c1ccc(Cl)cc1	-3	-1.5	-0.7	-1	12	3	-0.5	/	-4.7
CCOC(=O)c1c(C)[nH]c(C(=O)N/N=C/c2ccc(Br)cc2)c1C	-1	-0.3	0.3	1	17	1	0.0	/	-3.8
COc1ccc(/C=C/CN2CCC(n3nccc3NC(=O)C3CCCC3)CC2)cc1	2	4.4	-1.2	0	4	-1	-0.7	-0.3	-1.0
COc1cc(CN(C(C)=O)c2ccccc2C(=O)O)ccc1[N+](=O)[O-]	3	/	0.2	2	19	5	-0.7	/	-1.0
O=C(NC(=S)NC1C2CC3CC(C2)CC1C3)c1ccccc1 (stereo unspecified)	1	2.0	0.3	-10	8	6	-0.3	-1.8	0.5
CCOc1cc(C=O)ccc1OS(=O)(=O)c1ccc(NC(C)=O)cc1	-5	1.6	-0.2	-1	6	0	0.1	/	-2.9
Cc1cccnc1NC(=S)NCc1ccco1	1	0.5	-0.1	-5	-3	0	-0.1	0.3	0.5
COc1ccc(Cl)cc1S(=O)(=O)Oc1ccc(NC(C)=O)cc1	2	0.6	0.2	-5	11	-4	5.5	3.8	-8.3
O=C(Nc1cccc(S(=O)(=O)N2CCOCC2)c1)c1ccc(N2CCCC2=O)cc1	1	-3.1	-0.6	-5	3	4	-0.7	-1.3	/
Cc1cc(CC(C)C)n(-c2nc3ccccc3c(=O)n2OCC(=O)N(C)C)n1	0	0.7	-0.7	-18	13	3	-0.5	-2.7	-1.6
Cc1ccc(C(=O)OCC(=O)Nc2ccc(Cl)cn2)s1	-3	0.2	-0.6	1	8	5	1.0	-1.2	-2.1
CNC(=O)CSc1nccn1Cc1ccc(Cl)cc1	0	-1.3	0.1	-5	-1	-2	-2.0	/	0.7
CC(=O)O[C@@H]1[C@@]2(C)O[C@H]2CC[C@]23O[C@H]2[C@H](OC3=O)C2=C(C)C(=O)O[C@@]21O	3	4.9	-0.4	5	5	1	0.6	-2.1	0.1
Cc1cccc(C(=O)NNC(=O)c2ccccc2O)c1	0	0.2	-2.0	?	7	2	-1.3	-1.7	-3.7

Reprinted at random: 2 entries already listed, in no set order.
SMILES	FBA Mtb inh	UGM FP inh	BoNT A protease	BoNT F protease	GDH-TPI inh	Anthrax LF prot	PfHsp40 yeast	Mtb BioA inh	FadD28 FP inh
CC(Sc1nc(NC(C)(C)C)nc(N(C)C)n1)C(=O)Nc1ccccc1 (stereo unspecified)	2	2.4	-0.5	-10	-3	-5	-0.7	-0.4	-3.8
COc1ccc(NC(=O)N(C)C[C@H]2Oc3ncc(Br)cc3C(=O)N([C@H](C)CO)C[C@@H]2C)cc1	-1	/	0.1	0	7	2	/	1.4&-0.6	-2.6

Screens from PubChem.
